Avidin bead fluor: avidin bead compound fluorescence profile. fluorescence (KMESF) at 10 µM. Avidin beads, compound fluorescence 488/530 nm, flow cytometry; stronger effect = higher value. actives 0.38% (n = 220,000); in the data active = fluorescence above about 47; also: inactives centre near 10
Rac1 act GTP bind: modulators of GTP binding to human Rac1 activated mutant; P63000; GST-Rac1 activated beads, fluorescent GTP binding, flow cytometry; actives lie on both sides; 100% means binding = to untreated wells; percent activity (GTP binding), % at 10 µM; actives 0.11% (n = 190,000); AID 764;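 active = GTP binding at least 20 percentage points away from the 100% baseline, in either direction, so actives lie on both sides; inconclusive = Compound likely fluorescent itself, or too few beads counted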
Rac1 wt GTP bind: modulators of human Rac1 wildtype GTP binding. P63000. GST-Rac1 beads, fluorescent GTP binding, flow cytometry; actives lie on both sides; 0 = cold GTP competed, 100 = untreated. GTP binding activity (% of control), % at 10 µM. actives 0.27% (n = 190,000);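 active = GTP binding activity at least 20 points away from the 100% control level, either lower or higher; inconclusive = compound flagged as likely green fluorescent, judged across all proteins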
Rab7 wt GTP bind: alters GTP binding to wildtype dog Rab7; GST-Rab7 beads, fluorescent GTP binding, flow cytometry; actives lie on both sides; untreated = 100%, excess cold GTP = 0%; GTP binding activity (percent of control), % at 10 µM; actives 0.055% (n = 190,000);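 active = fluorescent GTP binding to Rab7 beads changed by at least 20 points from the 100% baseline, either direction, mostly lower; inconclusive = compound itself probably fluorescent, or too few beads counted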;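 also: median green fluorescence of bound Bodipy-FL-GTP per Rab7 bead population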
ABCG2 block: inhibitors of human ABCG2 transporter, ABCB1 counter-screen; inhibition, % at 6.6 µM; IgMXP3 cells, JC-1 efflux, flow cytometry; actives 0.1% (n = 190,000); Q9UNQ0;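 active = inhibition above 80%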;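 also: 0% = DMSO and 100% = nicardipine control wells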
Target sequence (Q9UNQ0 whole entry, looked up): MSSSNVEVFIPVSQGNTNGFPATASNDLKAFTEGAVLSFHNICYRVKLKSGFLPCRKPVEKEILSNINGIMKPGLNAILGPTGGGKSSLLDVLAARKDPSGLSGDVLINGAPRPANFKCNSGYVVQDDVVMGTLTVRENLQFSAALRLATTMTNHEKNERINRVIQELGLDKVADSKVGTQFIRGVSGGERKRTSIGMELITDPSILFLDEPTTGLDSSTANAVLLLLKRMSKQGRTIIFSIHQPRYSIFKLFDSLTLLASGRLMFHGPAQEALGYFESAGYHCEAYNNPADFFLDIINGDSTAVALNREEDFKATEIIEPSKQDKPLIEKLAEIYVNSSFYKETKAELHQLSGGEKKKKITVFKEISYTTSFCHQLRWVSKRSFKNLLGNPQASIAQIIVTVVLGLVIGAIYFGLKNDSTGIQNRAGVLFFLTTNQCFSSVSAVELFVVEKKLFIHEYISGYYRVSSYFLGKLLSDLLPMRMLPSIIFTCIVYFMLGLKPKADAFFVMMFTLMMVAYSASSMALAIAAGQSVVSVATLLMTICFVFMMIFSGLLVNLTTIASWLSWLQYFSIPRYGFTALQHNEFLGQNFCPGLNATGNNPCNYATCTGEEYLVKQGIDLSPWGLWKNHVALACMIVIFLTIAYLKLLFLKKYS
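Measure – % inhibition of efflux relative to nicardipine and DMSO · Test system – ABCG2 IgMXP3 and barcoded ABCB1 CCRF-Adr cell mix · Control set – nicardipine as high control, DMSO as low control · Compound – one concentration, 6.6 µM final · Signal – flow cytometry of retained JC-1 fluorescence · Timing – 10 min exposure at 25 °C with rotation, no wash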
GSH bead fluor: compound fluoresces at 488/530 nm on GSH beads; GSH beads flow cytometry, compound fluorescence 488/530 nm; stronger effect = higher value; fluorescence (KMESF) at 10 µM; actives 0.25% (n = 190,000); AID 1776; in the data active = fluorescence above about 89;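 also: glutathione beads carrying GST-tagged Bcl family fusion proteins plus one bare bead set; values are compound well signal with DMSO vehicle wells as background; inactives centre near 16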
Rab2 wt GTP: changes GTP binding to wildtype dog Rab2A, up or down. P61105. GST-Rab2 wt beads, Bodipy-GTP binding, flow cytometry. GTP binding activity, % at 10 µM. actives 0.19% (n = 190,000). AID 760;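 active = GTP binding activity at least 20 points away from 100%, either lowered or raised; inconclusive = signal likely due to the compound's own green fluorescence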;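 also: 0% = beads with excess unlabeled GTP and 100% = no-compound control corrected for plate trend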
HRas wt GTP: modulators of GTP binding to human HRas wildtype | P01112 | GST-Ras wt beads, Bodipy-FL-GTP binding, flow cytometry; actives lie on both sides | GTP binding activity, % at 10 µM | actives 0.14% (n = 190,000) | AID 759;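 active = GTP binding activity at least 20% away from the 100% baseline, either lowered as inhibitor or raised as activator; inconclusive = flagged as likely green fluorescent, judged across all proteins in the well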;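 also: 0% = unlabeled GTP competition control and 100% = no-compound control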
Target sequence (P01112 whole entry, looked up): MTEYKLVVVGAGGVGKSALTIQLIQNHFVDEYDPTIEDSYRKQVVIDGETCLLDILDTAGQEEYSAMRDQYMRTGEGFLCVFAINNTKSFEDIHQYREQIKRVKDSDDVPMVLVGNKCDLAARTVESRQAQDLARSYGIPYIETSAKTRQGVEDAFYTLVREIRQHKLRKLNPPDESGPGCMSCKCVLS
Pf gamet viab: inhibitors of late stage P. falciparum gametocyte viability; P. falciparum stage V gametocytes, ATP luminescence, 24 h; inhibition, % at 10.9 µM; actives 0.065% (n = 150,000); AID 743093;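 active = inhibition above the mean plus 3 SD of compounds within the control limits, set per campaign, cut at about 38% in these data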;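 also: 0% = DMSO wells and 100% = medium only without gametocytes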
Cdc42 wt GTP: modulators (inhibitors or activators) of GTP binding to human Cdc42 wildtype; P60953; GST-Cdc42 beads, Bodipy-GTP binding, flow cytometry; actives lie on both sides; percent activity (GTP binding), % at 10 µM; actives 0.2% (n = 190,000);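 active = percent activity GTP binding at least 20 points away from the 100% baseline, either down as inhibitor or up as activator; inconclusive = compound flagged as likely green fluorescent from well-wide comparison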;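 also: median bead fluorescence of bound Bodipy-FL-GTP at 100 nM; 0% = excess unlabeled GTP control and 100% = no compound control; below 100% means less GTP binding so inhibitor and above means activator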
Target sequence (P60953 whole entry, looked up): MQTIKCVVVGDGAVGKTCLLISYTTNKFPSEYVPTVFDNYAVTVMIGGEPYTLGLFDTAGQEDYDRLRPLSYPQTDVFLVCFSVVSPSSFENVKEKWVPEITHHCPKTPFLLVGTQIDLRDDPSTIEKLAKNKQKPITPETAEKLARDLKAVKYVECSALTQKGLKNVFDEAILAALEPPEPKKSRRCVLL
ABCB1 block: inhibitors of human ABCB1 transporter, ABCG2 counter-screen. P08183. CCRF-Adr cells, JC-1 efflux, flow cytometry. inhibition, % at 6.6 µM. actives 0.067% (n = 190,000); in the data active = inhibition above about 40%;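 also: 0% = vehicle and 100% = reference inhibitor; higher value means more JC-1 retained so stronger ABCB1 efflux block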
Starred values were filed as active, the others as inactive; u = inconclusive; x = no result given; & = joins results of further samples.

SMILES	Avidin bead fluor	Rac1 act GTP bind	Rac1 wt GTP bind	Rab7 wt GTP bind	ABCG2 block	GSH bead fluor	Rab2 wt GTP	HRas wt GTP	Pf gamet viab	Cdc42 wt GTP	ABCB1 block
O=C(NCc1ccco1)c1ccc(CS(=O)(=O)c2cccc(C(F)(F)F)c2)o1	9	96	98	95	8	52	96	97	8	98	1.3
O=[N+]([O-])c1ccn(-c2nc(-c3cccs3)cc(C(F)(F)F)n2)n1	15	91	91	95	33	13	89	90	26	91	0.1
C/C(=N\N(c1ccccc1)c1ccccc1)c1ccco1	10	96	95	94	4	25	97	95	4	98	0.7
O=C(COC(=O)C1CC(O)CN1S(=O)(=O)c1ccc(Cl)cc1)c1ccccc1Cl (stereo not given)	18	104	104	95	2	13	101	102	-12	102	0.3
O=S(=O)(c1cccc(NC(=S)N2CCN(c3cccc(Cl)c3)CC2)c1)C(F)F	15	99	104	102	-5	14	100	102	x	102	-0.1
CC1(C)NC(=O)N(CC(=O)OCc2cc(=O)n3cc(Br)ccc3n2)C1=O	9	96	99	95	10	12	96	96	-29	98	0.6
CC1CC(=O)NN=C1c1ccc(NCCO)c([N+](=O)[O-])c1 (stereo not given)	13	105	110	101	0	35	103	102	x	103	-0.4
COCCn1nnnc1C(c1ccc(C)cc1)N1CCN(Cc2ccc3c(c2)OCO3)CC1 (stereo not given)	32	99	102	101	22	20	102	99	9	104	1.2
O=C(Nc1nc(SCc2ccc(F)cc2)ns1)c1ccco1	8	97	103	103	0	15	97	102	x	99	-0.1
CCOC(=O)C(=O)Nc1nccs1	10	95	99	104	1	10	100	98	8	99	0.5
Cc1cc(SC(C)C(=O)O)nc2ccccc12 (stereo not given)	12	108	114	102	1	11	109	107	x	114	-0.1
CCOC(=O)Nc1ccc2c(c1)N(C(=O)OCCN(C)C)c1ccccc1CC2	5&5	100&95	105&96	103&93	-2&0	19&18	101&95	100&94	x	99&95	-2.2&0.0
COc1ccccc1CNC(=O)C1CCCN(S(=O)(=O)c2cccc3cccnc23)C1 (stereo not given)	9	96	102	99	1	21	98	97	x	102	0.6
CCOc1ccc(N(CC(=O)OC)S(=O)(=O)c2ccc3c(c2)n(C)c(=O)c(=O)n3C)cc1	3	98	103	95	1	24	99	96	x	97	0.0
O=C(Nc1ccc(Cl)c(-c2nc3ccccc3[nH]2)c1)c1cccnc1	9	98	105	100	6	35	94	100	-24	97	0.4
COc1ccc(OC)c(S(=O)(=O)N2CCC(C(=O)Nc3cccc(C(F)(F)F)c3)CC2)c1	6	97	95	99	4	41	98	99	1	99	0.3
O=C(NCCCn1ccnc1)c1ccc(Cl)c(S(=O)(=O)N2CCOCC2)c1	13	100	108	105	-1	31	105	102	5	102	0.8
Cc1ccc(CN2CCC(c3nc4ccc(Cl)cc4[nH]3)CC2)cc1	9	98	99	101	21	14	97	97	x	99	1.9
Cc1cc(F)ccc1S(=O)(=O)Nc1c(C)n(C)n(-c2ccccc2)c1=O	6	100	105	98	1	14	99	99	x	106	0.5
O=C(c1cccc(S(=O)(=O)N2CCCC2)c1)N1CCN(c2ccccc2)CC1	10	96	93	95	3	25	95	97	x	95	1.0
O=C(O)CC1SC(=Nc2ccccc2)N(c2ccccc2)C1=O (stereo not given)	20	99	108	96	-1	17	101	100	x	102	-1.0
CCSc1nnc(-c2ccccc2N)c(=O)[nH]1	10	99	104	102	-8	24	100	101	x	100	-4.2
O=C(Nc1ccc(N2CCCC2)cc1)C(c1ccccc1)c1ccccc1	10	97	94	98	2	27	98	97	x	99	0.5
COc1ccc(-c2cc(=O)oc3c(C)c(OCc4nn[nH]n4)ccc23)cc1	32	96	104	96	-1	23	95	97	-11	102	-1.3
Cc1nnc(SCC(=O)Nc2ccccc2)n1CCc1ccccc1	13	102	106	101	23	35	102	102	-31	104	-0.8

Next structures
SMILES	Avidin bead fluor	Rac1 act GTP bind	Rac1 wt GTP bind	Rab7 wt GTP bind	ABCG2 block	GSH bead fluor	Rab2 wt GTP	HRas wt GTP	Pf gamet viab	Cdc42 wt GTP	ABCB1 block
COc1ccc(-n2c(SCC(=O)Nc3cc(C)on3)nc3c([nH]c4ccccc43)c2=O)cc1	7	92	96	103	1	18	94	93	x	93	0.6
CCn1c(C)c(C(C)=O)c(N2CCN(c3cccc(Cl)c3)CC2)nc1=S	10	91	89	94	10	33	90	93	x	93	1.5
Fc1ccc(-c2nnn(Cc3nc4ccccc4s3)n2)cc1	37	92	98	93	2	10	93	96	x	96	0.2
COCCOc1cc(NC(=O)c2sccc2Oc2ccc([N+](=O)[O-])cc2F)c(Cl)cc1Cl	7	97	98	99	6	77	101	99	17	98	0.9
COc1ccc(C(=O)ON=C2CCN(c3ccc([N+](=O)[O-])cc3)CC2)cc1	5	100	101	101	15	27	101	102	0	101	1.1
CCOC(=O)C1(Cc2ccc(OC)cc2)CCN(C(=O)CCn2ccc(C)n2)CC1	7	95	97	97	8	17	97	97	-3	97	6.1
Cc1ccc(S(=O)(=O)N2CCN(C(=O)CN3CCOCC3)C2c2ccccc2)cc1 (stereo not given)	23	97	99	95	2	10	99	98	x	99	0.9
O=C(N/N=C/C1CC=CCC1)c1cc(-c2cccnc2)nc2ccccc12 (stereo not given)	21	98	101	94	2	14	96	97	-9	97	0.6
CCOC(=O)C1CCCN(C(=O)C2c3ccccc3Oc3ccccc32)C1 (stereo not given)	14	100	102	97	6	30	97	98	3	101	1.7
CNS(=O)(=O)c1cccc(C(=O)OCC(=O)Nc2ccccc2OC(F)F)c1	11	102	108	100	0	60	102	102	x	105	0.0
COC(=O)c1[nH]c2ccccc2c1NS(=O)(=O)c1ccc(F)c(C)c1	6	97	98	92	2	71	95	96	-3	99	0.5
COc1ccccc1NC(=O)CSc1nc(C)c2c(c1C#N)CCCC2	8	101	105	103	2	19	105	105	11	105	0.9
COc1ccc(/C=C/C(=O)c2cc(F)ccc2OC(=O)c2ccccc2OC)cc1OC	8	93	99	108	15	12	102	99	-1	97	3.0
Oc1ccccc1C(=S)N1CCN(c2cccc(Cl)c2)CC1	9	94	95	100	2	11	97	95	x	95	1.4
CN1C(c2ccc(F)cc2)=CS/C1=C(/C#N)c1nnc(N2CCOCC2)n1-c1ccccc1	11	101	105	100	10	4	100	101	x	99	6.0
N/C(Cc1cccc2ccccc12)=N\OC(=O)c1ccc2c(c1)OCO2	10	94	95	96	2	17	94	91	x	97	0.3
O=C1CC(NCc2ccncc2)C(=O)N1c1ccccc1 (stereo not given)	32	99	102	104	1	21	102	103	x	104	-2.5
COc1cccc(-c2nnn(CCc3nn[nH]n3)n2)c1	7	98	105	98	0	25	96	98	x	99	0.1
O=C(Cn1c(=O)n(-c2ccccc2)c(=O)n1CC(=O)N1CCCCC1)N1CCCCC1	2	94	94	97	1	26	97	93	16	93	0.2
COc1ccc(CSCC(=O)Nc2ccccc2SC)cc1	10	98	106	101	0	23	99	98	x	97	0.0
Cc1ccc(SC(C)C(=O)Nc2cccnc2)cc1 (stereo not given)	38	93	98	97	1	12	94	97	x	97	0.1
COc1cc(NC(=O)c2cccc(COCC(F)(F)C(F)F)c2)cc(OC)c1OC	16	100	108	103	6	19	98	102	2	104	0.5
CC(/C=N/NC(=O)c1cccc([N+](=O)[O-])c1)=C\c1ccccc1	20	97	98	102	1	9	100	101	-13	100	-0.1
COc1ccc(-n2c(SCC(=O)Nc3sc4c(c3C#N)CCCC4)nnc2-c2ccccc2OC)cc1	7	99	100	93	18	15	99	97	x	101	6.4
Nc1nnc(SCC(=O)OCC(=O)c2ccccc2Br)s1	22	u	u	u	1	12	u	u	2	u	0.8

Two compounds from above, limited to ABCG2 block.
| SMILES | ABCG2 block |
| --- | --- |
| O=C(c1cccc(S(=O)(=O)N2CCCC2)c1)N1CCN(c2ccccc2)CC1 | 3 |
| O=C(O)CC1SC(=Nc2ccccc2)N(c2ccccc2)C1=O (stereo not given) | -1 |

Continuation.
SMILES	Avidin bead fluor	Rac1 act GTP bind	Rac1 wt GTP bind	Rab7 wt GTP bind	ABCG2 block	GSH bead fluor	Rab2 wt GTP	HRas wt GTP	Pf gamet viab	Cdc42 wt GTP	ABCB1 block
Cc1ccc(/C=C2\SC(=S)N(C(Cc3ccccc3)C(=O)O)C2=O)cc1 (stereo not given)	14	80	83	92	9	9	79*	85	x	82	-0.3
COc1ccc(CNc2oc(-c3ccccc3)nc2C#N)cc1	5	102	116	102	0	25	101	99	x	103	-0.1
Cc1ccc(C(=O)C(OC(=O)CCC(=O)Nc2cccc(C)c2)c2ccccc2)cc1 (stereo not given)	34	u	u	u	2	20	u	u	-23	u	0.4
COc1ccc(-c2nnnn2C)cc1S(=O)(=O)NCc1ccccc1	13	100	105	97	0	32	100	99	-5	101	0.2
CC(=O)NC1(c2ccccc2)CCN(Cc2nnnn2C(C)(C)C)CC1	24	95	99	99	13	20	96	97	x	98	0.6
CS(=O)(=O)c1ccc2nc(NC(=O)CCC(=O)c3cccs3)sc2c1	5	98	100	101	0	53	99	99	1	97	0.0
COc1ccc(NC(=O)CC2CC3CCC2C3)cn1 (stereo not given)	10	u	u	u	1	12	u	u	x	u	0.0
Cc1c(Cc2ccccc2)c(=O)oc2c(CN(C)C)c(O)c(Cl)cc12	37	97	106	100	26	26	97	100	12	103	0.8
COc1cc2[nH]c(=O)n(CCC(=O)NC3CCCC3)c(=O)c2cc1OC	68*	100	100	100	2	23	100	100	12	101	0.5
COC(=O)c1ccc(CN2CCCC(CCC(=O)NCc3ccc(C)o3)C2)cc1 (stereo not given)	9	93	99	97	0	56	94	96	x	93	-0.1
CCSc1ncnc2c1sc1nc3c(cc12)COC(C)(C)C3	3	101	105	99	1	9	100	101	-9	103	-0.1
COc1ccccc1NC(=O)Nc1nnc(C(C)C)s1	5	100	102	98	4	10	100	97	1	101	0.0
COc1ccccc1NC(=O)COc1cc(C)nc(C(C)C)n1	11	99	105	104	4	35	98	100	2	105	0.2
NC(=O)C1=C[C@@H](c2ccc(Br)cc2)C[C@@H](OCCCCO)O1	6	93	95	95	0	19	95	93	x	94	-0.1
Cc1nnc(SCC(=O)N(C)c2c(N)n(Cc3ccccc3)c(=O)[nH]c2=O)n1Cc1ccccc1	10	96	99	95	7	15	97	97	17	100	1.9

Source: PubChem
